# Screening results: PubChem, Sanford-Burnham Center for Chemical Genomics
# GRIN3A LBD mod – NR3A (human) ligand-binding domain modulation; NR3A LBD differential scanning fluorimetry, Tm shift; 0% = protein alone, 100% = glycine-bound protein; actives 2.5% (n = 340,000); Tm shift relative to glycine control, % at 25 µM; AID 1259313;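 active = melting temperature shift of at least 10% of the positive control shift, at one fixed dose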
# CXCR6 inh – CXCR6 (human) receptor inhibition. O00574. CHO-K1 PathHunter CXCR6 beta-arrestin, luminescence. inhibition, % at 20 µM. actives 0.36% (n = 360,000); in the data active = inhibition above about 34%, passing the limit was not always enough;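 also: antagonist mode with CXCL16 agonist at 10 nM final; 0% = 10 nM CXCL16 with DMSO and 100% = unstimulated wells without agonist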
# CCR6 antagonist – blocks CCL20-driven beta-arrestin recruitment at human CCR6; P51684; CHO-K1 CCR6 PathHunter beta-arrestin, luminescence, CCL20-stimulated; inhibition, % at 20 µM; actives 0.49% (n = 340,000);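 active = compounds whose inhibition of the agonist-driven luminescence signal at 20 µM reaches about 50%, limit read from the data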;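 also: cells stimulated with CCL20 at 14 nM final; plate controls were DMSO with CCL20 for no effect and DMSO without agonist for full effect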
# Target sequence (P51684 whole entry, looked up): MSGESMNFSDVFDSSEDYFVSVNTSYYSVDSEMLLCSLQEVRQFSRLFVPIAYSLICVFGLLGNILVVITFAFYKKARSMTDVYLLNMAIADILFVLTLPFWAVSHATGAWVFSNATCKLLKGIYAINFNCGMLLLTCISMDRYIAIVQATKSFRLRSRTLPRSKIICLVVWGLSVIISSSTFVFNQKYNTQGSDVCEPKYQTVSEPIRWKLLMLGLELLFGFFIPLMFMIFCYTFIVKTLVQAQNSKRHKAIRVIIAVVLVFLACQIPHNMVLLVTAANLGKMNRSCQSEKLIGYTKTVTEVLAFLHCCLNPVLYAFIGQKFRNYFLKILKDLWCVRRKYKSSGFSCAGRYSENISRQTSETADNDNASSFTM
# A3G deaminase – APOBEC3G (human) deaminase inhibition; actives 0.28% (n = 330,000); recombinant A3G, ssDNA deamination FAM/TAMRA fluorescence; inhibition, % at 20 µM;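 active = inhibition of at least 40% at 20 µM, with no more than 30% in the related APOBEC3A deaminase screen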;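 also: plate controls were DMSO wells with A3G for no effect and wells lacking A3G enzyme for full effect; some compounds called inactive have numbers as strong as hits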
# APOBEC3A inh – human APOBEC3A DNA deaminase inhibition; AID 493011; inhibition, % at 20 µM; actives 0.41% (n = 330,000); recombinant A3A, FAM/TAMRA ssDNA deamination fluorescence;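 active = at least 40% inhibition at 20 µM here, with at most 30% in a related deaminase screen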;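 also: plate controls were A3A with DMSO for no effect and wells lacking A3A enzyme for full effect; some results filed as inactive read as strong as hits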
# Target sequence (P31941 whole entry, looked up): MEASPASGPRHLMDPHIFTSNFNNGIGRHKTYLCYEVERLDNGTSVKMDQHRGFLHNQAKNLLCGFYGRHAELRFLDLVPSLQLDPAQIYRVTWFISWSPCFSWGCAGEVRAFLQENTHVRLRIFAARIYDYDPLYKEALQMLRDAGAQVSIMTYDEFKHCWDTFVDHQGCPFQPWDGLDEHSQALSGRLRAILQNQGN
# MPTP block – permeability transition pore inhibition | isolated mouse mitochondria, Ca2+ swelling absorbance, 30 min | inhibition, % at 10 µM | actives 1.4% (n = 360,000) | AID 602449;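 active = inhibition of 50% or more, scaled per plate between neutral and stimulator controls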;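 also: 0% = DMSO wells given calcium and 100% = 1 mM EGTA wells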
# EBI2 block – antagonists of human EBI2 receptor | EBI2 beta-arrestin recruitment, luminescence, 7a,25-OHC stimulated | P32249 | inhibition, % at 5 µM | actives 0.81% (n = 360,000); in the data active = inhibition above about 38%;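 also: enzyme fragment complementation signal reports receptor beta-arrestin coupling in cells; 0% = agonist plus DMSO wells and 100% = wells without agonist; some results beyond the cut were filed as inactive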
# Target sequence (P32249 whole entry, looked up, the tested form may be a part): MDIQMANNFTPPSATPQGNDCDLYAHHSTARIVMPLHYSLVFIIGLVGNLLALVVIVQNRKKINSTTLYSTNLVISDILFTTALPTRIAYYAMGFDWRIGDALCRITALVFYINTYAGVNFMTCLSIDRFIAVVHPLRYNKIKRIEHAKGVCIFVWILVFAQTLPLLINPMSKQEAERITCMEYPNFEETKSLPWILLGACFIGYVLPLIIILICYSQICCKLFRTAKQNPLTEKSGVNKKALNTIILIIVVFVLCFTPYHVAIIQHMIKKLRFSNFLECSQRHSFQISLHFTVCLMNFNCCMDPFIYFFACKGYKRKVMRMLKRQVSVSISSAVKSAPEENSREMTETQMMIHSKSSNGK
# Gli-Sufu block – antagonists of Gli-Sufu signaling; Sufu-KO-LIGHT fibroblasts, Gli luciferase reporter luminescence; inhibition, % at 5 µM; actives 0.74% (n = 340,000); AID 588413;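 active = inhibition above about 55%, limit read from the data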;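 also: 0% = DMSO-treated cells and 100% = wells with medium but no cells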
# Numbers without * were called inactive; x = not tested or not shown; & = joins results of further samples.
SMILES,GRIN3A LBD mod,CXCR6 inh,CCR6 antagonist,A3G deaminase,APOBEC3A inh,MPTP block,EBI2 block,Gli-Sufu block
Cc1ccc(CN2CC(C(=O)N3CCN(S(=O)(=O)c4cccc(F)c4)CC3)CC2=O)cc1 (centres undefined),1,-8,15,-10,5,0.4,-10,-13
COc1ccc(S(=O)(=O)N2CCOC23CCN(C(=O)c2ccccc2Br)CC3)cc1,2,3,5,-8,-7,0.4,0,3
COC(=O)c1[nH]c(C)c(/C(O)=C2\C(=O)C(=O)N(CCN3CCOCC3)C2c2ccco2)c1C (centres undefined),0,-5,6,-2,1,0.9,1,1
Cc1ccc(S(=O)(=O)n2c([N+](=O)[O-])cnc2C)cc1C,1,5,2,0,-1,-2.5,-11,-11
COc1cc(-c2nnc(NC(=O)CS(=O)(=O)c3ccc(C)cc3)o2)cc(OC)c1OC,0,16,15,-6,-12,-0.5,1,-5
Cc1ccc(CCNC(=O)C2CCN(S(=O)(=O)c3ccc4nc5c(c(C(=O)O)c4c3)CCCC5)CC2)cc1,0,3,6,-5,-5,1.2,8,18
O=C(OCC(=O)N1CCCc2ccccc21)c1cccc(S(=O)(=O)N2CCOCC2)c1,2,3,8,2,15,-2.0,1,-5
O=C(c1ccccc1)c1ccccc1C(=O)c1ccccc1,1&3,13&-5,22&9,-9&0,-3&-3,-0.7&1.2,-6&10,-4&-6
O=C(Nc1ccccc1C(=O)N1CCCCC1)C1CCCCC1,-1,3,-11,0,1,-1.8,-5,18
COC(=O)c1cccc(S(=O)(=O)N2CCCC2)c1,0,-9,-1,-5,0,0.5,-7,-13
Cc1ccc(NC(=O)CCc2nc3sc4c(c3c(=O)[nH]2)CCCC4)c(Br)c1,2,8,14,-1,7,-0.7,4,2
c1ccc(CCNCc2cccs2)nc1,3,2,-2,x,x,0.7,9,9
CC12CCC(=O)N1C(C(=O)OCC(=O)Nc1cccc(S(=O)(=O)N3CCCCCC3)c1)CS2 (centres undefined),-1,-22,5,-1,-1,2.0,-9,14
CCOc1ncccc1C(=O)Nc1ccc(S(=O)(=O)NC2=NCCCCC2)cc1,-2,5,0,-7,2,0.5,-7,-8
CC1CCCC(NC(=O)CN2C(=O)NC(c3ccccc3)(c3ccccc3)C2=O)C1C (centres undefined),-1,5,8,0,0,-3.6,44,9
COc1cccc(C(=O)Nc2ccc(N(C)C)cc2)c1OC,4,-14,11,-8,-3,1.9,0,-52
Cc1nnc(SCC(=O)c2cc(C)n(-c3ccc4c(c3)OCO4)c2C)s1,-2,5,14,-3,-6,6.9,-14,-38
O=C(O)c1ccc(-n2cccc2)cc1O,-2,-4,4,2,7,3.0,-6,0
Cc1cccc(C(=O)NC(=S)NNC(=O)Cc2ccccc2)c1,0,22,46,11,0,28,-5,17
O=C(COC(=O)/C=C/c1cccc(Br)c1)NCCC1=CCCCC1,2,-3,7,-9,0,-0.6,-8,-2
COc1ccc(Cn2nnc3c(=O)[nH]c(C(=O)NCCc4ccc(F)cc4)nc32)cc1OC,-2,-6,-5,2,4,-0.5,-4,-9
Cc1ccccc1C(=O)NNS(=O)(=O)c1cccc([N+](=O)[O-])c1,0,-4,6,-1,-2,0.4,-7,14
Cc1c(-c2cccs2)[n+](=O)c2c(n1[O-])CCCCC2,1,0,2,-4,-2,1.2,-12,1
Cc1cc(Cl)nc(-c2ccccc2O)n1,0,-12,-8,-6,-4,-1.3,1,-2
N#CCCN(C(=S)Nc1ccc(S(=O)(=O)N2CCOCC2)cc1)c1ccccc1F,4,-4,4,-11,-8,-1.0,-11,-2

# Some entries already given with just APOBEC3A inh, CCR6 antagonist and CXCR6 inh.
molecule	APOBEC3A inh	CCR6 antagonist	CXCR6 inh
O=C(OCC(=O)N1CCCc2ccccc21)c1cccc(S(=O)(=O)N2CCOCC2)c1	15	8	3
O=C(Nc1ccccc1C(=O)N1CCCCC1)C1CCCCC1	1	-11	3
COc1cc(-c2nnc(NC(=O)CS(=O)(=O)c3ccc(C)cc3)o2)cc(OC)c1OC	-12	15	16
COc1ccc(Cn2nnc3c(=O)[nH]c(C(=O)NCCc4ccc(F)cc4)nc32)cc1OC	4	-5	-6
N#CCCN(C(=S)Nc1ccc(S(=O)(=O)N2CCOCC2)cc1)c1ccccc1F	-8	4	-4
CCOc1ncccc1C(=O)Nc1ccc(S(=O)(=O)NC2=NCCCCC2)cc1	2	0	5

# Carrying on.
SMILES,GRIN3A LBD mod,CXCR6 inh,CCR6 antagonist,A3G deaminase,APOBEC3A inh,MPTP block,EBI2 block,Gli-Sufu block
COc1ccc(-c2cc3ccc(OCC(=O)NCC4CCC(C(=O)O)CC4)cc3oc2=O)cc1 (centres undefined),-2,-2,7,-2,-3,0.5,-1,-48
COc1ccc(CNc2ccc(-c3ccccc3OC)nn2)cc1,0,-3,-4,-7,-5,0.5,10,-34
COc1ccc(-c2noc(-c3cc(C)cc(C)c3)n2)cc1OC,-1,-8,-2,-9,-1,2.8,19,-18
NC(=O)CCCCC(=O)OCCCc1cccs1,1,-2,-1,-15,-3,-0.8,5,-3
COc1ccc(NC(=O)N(C)C[C@H]2Oc3ccc(NC(=O)Nc4c(C)noc4C)cc3C(=O)N([C@H](C)CO)C[C@@H]2C)cc1,2,9,-4,-7,-4,-0.7,-13,7
COC(=O)C1CCN(C(=O)C2CC(=O)N(c3ccc(C)c(Cl)c3)C2)CC1 (centres undefined),-4,-2,3,x,x,-0.5,-6,-12
CC(=O)Nc1ccc(S(=O)(=O)N[C@@H](C)C(=O)OCC(=O)Nc2ccc3c(c2)OCCO3)cc1,0,1,-3,x,x,0.2,0,-4
O=C(CN(C(=O)c1csnn1)c1ccc(F)c(Cl)c1)NCc1ccc2c(c1)OCO2,-2,-5,13,-6,-2,0.1,-2,2
CC[C@@]1(C(=O)OC)N[C@H](CN(C)S(=O)(=O)c2ccc(OC(F)(F)F)cc2)[C@@H]2C(=O)N(C)C(=O)[C@@H]21,3,-6,-2,3,2,-2.3,-3,10
COc1ccc(S(=O)(=O)N2Cc3ccccc3CC2C(=O)Nc2nccs2)cc1OC (centres undefined),-2,-10,1,-9,-6,0.1,10,-7
CC1=Nc2ccccc2/C1=C/c1nc(-c2ccc(C)s2)oc1O,20*,18,3,3,2,4.4,9,-4
COc1ccc(N2CCN(C(CNC(=O)COc3ccccc3)c3ccco3)CC2)cc1 (centres undefined),2,9,7,-10,-4,-2.5,15,13
O=C(NCCN1CCOCC1)c1ccc([N+](=O)[O-])cc1[N+](=O)[O-],2,-21,0,-5,-4,1.7,-10,-2
COc1cc2c(cc1NC(=O)/C=C/c1ccc([N+](=O)[O-])cc1)oc1ccccc12,9,-30,-3,-3,1,0.5,-7,-9
O=C(CN1C(=O)NC2(CCc3ccccc32)C1=O)c1ccc(Br)cc1 (centres undefined),2,8,13,5,2,-0.2,11,-2
O=C1/C(=C/c2ccc(C(=O)O)cc2)CCC/C1=C\c1ccc(C(=O)O)cc1,4,-5,9,-5,-2,0.4,-5,1
COc1ccc(N2CCN(C(=O)CNC(=O)c3ccc(C(C)(C)C)cc3)CC2)cc1,3,7,-3,-6,-1,-0.8,4,4
CCOc1cccc(-c2c(C(=O)N/N=C/c3cccnc3)nnn2-c2nonc2N)c1,-2,-1,8,-7,-3,0.3,-18,-21
CCOC(=O)c1ccc(N2CCOCC2)c(NC(=O)c2nccnc2C(=O)O)c1,-3,2,-2,0,-3,-0.6,-6,-16
C=CCCC1(C)C(=O)N(c2ccccc2)c2ccccc21 (centres undefined),-1,7,30,0,2,2.5,9,0
O=C(N1CCCCC1)N1CCN(c2ccc(Cl)cc2)CC1,0,3,3,-3,-2,0.3,3,3
C=CCNC(=O)c1ccc(NC(=O)CC2SC(N3CCCC3)=NC2=O)cc1 (centres undefined),0,7,1,-2,-1,-1.1,-4,-8
Cc1ccc2oc(-c3ccc(C)c(NC(=O)Cc4cccs4)c3)nc2c1,-2,3,3,0,-11,-1.1,8,-12
CCN(CC)S(=O)(=O)c1cccc(C(=O)N/N=C(\C)c2cccs2)c1,0,4,1,-14,-10,-3.8,7,-60
CCOC(=O)N1CCN(C(=O)CN(Cc2ccccc2)S(=O)(=O)c2ccc(OC)c(C)c2)CC1,0,-1,16,0,2,0.9,-4,0
SMILES,GRIN3A LBD mod,CXCR6 inh,CCR6 antagonist,A3G deaminase,APOBEC3A inh,MPTP block,EBI2 block,Gli-Sufu block
COc1ccc(CNS(=O)(=O)c2ccc(Br)s2)cc1,1,-5,2,-5,-1,-0.4,-6,5
CCCNC(=O)N[C@@H](Cc1ccccc1)C(=O)OC,0,-1,-7,-3,2,2.2,-8,-1
COCCSc1nnc(NC(=O)C2CC(=O)N(c3ccc(OC)cc3)C2)s1 (centres undefined),1,3,2,-5,-3,-2.3,2,3
CC(C)=CCc1c(O)cc2c(c1O)C(=O)CC(c1ccccc1)O2 (centres undefined),-8,-7,1,-10,-2,1.1,13,4
Clc1cccc(CNCCNCc2cccc(Cl)c2)c1,-3,3,13,-8,-4,0.9,-4,18
O=C(Nc1ccccc1)C1CCCN(C(=O)c2ccc(F)cc2)C1 (centres undefined),1,-4,9,-11,-6,-0.4,11,0
COc1ccc(N2CC(C(=O)Nc3ccc(S(=O)(=O)Nc4nc(C)cc(C)n4)cc3)CC2=O)cc1 (centres undefined),0,-7,-11,-4,-1,-0.3,0,-4
CCN(CC)CCNC(=O)c1cc(S(C)(=O)=O)ccc1OC,-8,-6,-5,-3,-1,2.3,-4,11
CCc1ccc(OCC(O)CN2CCCC2)cc1 (centres undefined),2,4,-6,-5,-1,2.0,-6,10
O=C(O)CC(C(=O)NC1CCCCC1)C1CCCO1 (centres undefined),3,4,-6,-4,2,-1.1,-8,-4
CN(C)c1nc(SCCOC(=O)Nc2ccccc2)nc(N(C)C)n1,-1,-2,3,-1,2,5.6,-7,15
O=C(CCN1C(=O)C2C3C=CC(C3)C2C1=O)NCc1cccnc1 (centres undefined),-2,2,1,5,-7,0.2,-5,1
CCOc1cccc(C(=O)NC(=S)Nc2cccnc2)c1,-1,19,30,-3,-1,-0.1,-12,-19
O=C(c1ccc(Cl)cc1)[C@@H]1[C@@H]2C(=O)N(c3cccc4ccccc34)C(=O)[C@@H]2C2c3ccccc3C=NN21 (some centres undefined),-1,8,15,0,0,-0.5,11,34
Cc1cc(C)nc(N/N=C/c2ccccc2)n1,-19,-6,-10,-10,0,-0.4,-27,-23
O=C(O)c1cc(-c2ccccc2)n(-c2ccccc2C(=O)O)n1,-3,-9,-12,-6,-6,-0.7,-10,5
Cc1cc(S(=O)(=O)Cc2noc(-c3c(C)noc3C)n2)c(C)cc1Cl,1,14,21,1,2,1.9,-3,14
CCOC(=O)c1cc2c(ccn2-c2ccc(F)cc2)n1CC(=O)N1CCN(C(=O)c2ccco2)CC1,0,2,-9,-9,-11,-0.3,10,22
COC(=O)c1ccc(CNCC(=O)Nc2ccc(C(=O)OC)cc2)cc1,-4,-1,-4,-4,-1,1.1,-9,-2
C=CCC(NCc1ccccc1)c1ccco1 (centres undefined),-1,-1,14,0,1,-1.0,-11,2
Cc1cccc(NC(=O)CN2CCN(CC(=O)NCc3ccc(Cl)cc3Cl)CC2)c1C,4,5,9,-1,-2,-0.2,19,16
Cc1ccc(S(=O)(=O)n2ccc(-c3ccc(OCc4c(F)cccc4Cl)cc3)n2)cc1,0,5,10,-1,-2,1.3,9,8
CC(=O)c1ccc(OCCCC(=O)Nc2ccc(C)c(S(=O)(=O)N(C)C)c2)cc1,-9,-8,-2,-2,-1,0.3,-12,-10
CC(C)(COC(=O)C(c1ccccc1)c1ccccc1)CN1CCOCC1,2,-7,29,x,x,0.1,20,5
O=C(c1cc2c(s1)CCCCC2)N1CCN(c2ncccn2)CC1,0,-9,-22,-1,0,-1.0,-5,-1
CC12CCC(=O)N1c1c(sc3nc(N4CCOCC4)c4c(c13)CCCC4)C(=O)N2 (centres undefined),-4,-1,4,-6,-6,0.7,9,3
CN1CCN(C(=O)c2ccccc2NC(=O)c2cccs2)CC1,0,2,-17,-8,-5,1.7,-4,4

# As entered above:
# EBI2 block, CCN(CC)CCNC(=O)c1cc(S(C)(=O)=O)ccc1OC → -4
# APOBEC3A inh, Cc1cc(S(=O)(=O)Cc2noc(-c3c(C)noc3C)n2)c(C)cc1Cl → 2
